West Nile antiviral: West Nile virus antiviral activity, cell-based, CPE readout (AID 1621) | West Nile virus-infected cells, CPE inhibition; higher % means a stronger effect | hit rate 0.02% among 290,000 | CPE inhibition, % at 10 µM; hits with a dose series show IC50 in µM; in the data active means a potency from the dose series; further: strong numbers were not always called active
GPR35 antagonists: GPR35 antagonists blocking zaprinast-driven arrestin recruitment, primary screen, imaging, U2OS, beta-arrestin-GFP, zaprinast agonist (AID 2058) | G-protein coupled receptor 35 (Homo sapiens) | U2OS GPR35 beta-arrestin-GFP translocation imaging, zaprinast antagonism; higher % means a stronger effect | hit rate 0.052% among 290,000 | inhibition, % at 10 µM, or IC50 in µM where a hit was titrated;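 active means inhibition of at least 50% with at least 30 cells and total cytoplasm GFP at most 10,000,000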
NOD1 inhibition: NOD1 signaling inhibitors, primary screen, cell-based, luminescence, uHTS (AID 1578). NOD1-driven NF-kB luciferase reporter cells, luminescence; higher % means a stronger effect. inhibition, % at 4 µM; hits with a dose series show EC50 in µM. hit rate 1% among 290,000; in the data active means inhibition mostly above about 36%, no sharp cut-off; inactive means mostly below about 34%;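 further: HEK-293T reporter cells stimulated with the NOD1 agonist gamma-tri-DAP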
Dengue-2 NS5 capping: Dengue-2 NS5 methyltransferase inhibitors, primary screen, biochemical, confirmation dose response (AID 588689); Dengue-2 NS5 methyltransferase capping enzyme assay, biochemical; higher % means a stronger effect; Genome polyprotein (Dengue virus type 2 (strain 16681-PDK53)); inhibition, % at 25 µM, or IC50 in µM where a hit was titrated; hit rate 0.3% among 340,000; in the data active means a potency from the dose series
KOR beta-arrestin-1: KOR antagonists, beta-arrestin recruitment, cell-based, luminescence, uHTS (AID 1778); Kappa-type opioid receptor (Homo sapiens); KOR beta-arrestin recruitment, luminescence, antagonist mode; higher % means a stronger effect; one-dose inhibition, % at 10 µM; IC50 in µM for titrated hits; hit rate 0.091% among 290,000; in the data active means inhibition above about 50%; further: strong numbers were not always called active
GPR55 antagonists: GPR55 antagonists blocking LPI-driven arrestin recruitment, primary screen, imaging, U2OS, beta-arrestin-GFP, LPI agonist (AID 2013); U2OS GPR55 beta-arrestin-GFP translocation imaging, LPI antagonism; higher % means a stronger effect; G-protein coupled receptor 55 (Homo sapiens); one-dose inhibition, % at 10 µM; IC50 in µM for titrated hits; hit rate 0.13% among 290,000;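 active means spots per cell inhibited over 60%, with over 100 cells counted and total cytoplasm intensity under 500,000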;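 further: U2OS cells stably carrying GPR55 and arrestin-GFP stimulated by 5 µM LPI near EC80; imaged beta-arrestin-GFP aggregate spots per cell after agonist stimulation; plate controls were LPI-stimulated DMSO wells for no effect and DMSO wells without LPI for full effect; some results filed as inactive read as strong as hits; confirmed hits need IC50 under 10 µM and bright autofluorescent wells are also inconclusive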
KOR beta-arrestin-2: KOR agonists, beta-arrestin recruitment, primary screen, cell-based, luminescence, uHTS (AID 1777); KOR beta-arrestin recruitment, luminescence; higher % means a stronger effect; activation, % at 10 µM; hits with a dose series show EC50 in µM; hit rate 0.02% among 280,000; in the data active means activation above about 50%, passing the limit was not always enough; further: a part of the inactive calls stands beside numbers as strong as those of hits
HIV fusion peptide: inhibitors of HIV fusion peptide binding, primary screen, biochemical, uHTS, fluorescence dequenching (AID 1986); cell-free peptide binding, fluorescence dequenching, 30 min; higher % means a stronger effect; hit rate 0.3% among 290,000; inhibition, % at 20 µM, or IC50 in µM where a hit was titrated; in the data active means inhibition mostly above about 52%, no sharp cut-off; inactive means mostly below about 76%; further: some results filed as inactive read as strong as hits
GPR55 beta-arrestin: GPR55 agonists via beta-arrestin recruitment, primary screen, imaging, U2OS cells, beta-arrestin-GFP redistribution (AID 1961) | activation, % at 10 µM; hits with a dose series show EC50 in µM | G-protein coupled receptor 55 (Homo sapiens) | U2OS GPR55 beta-arrestin-GFP redistribution imaging; higher % means a stronger effect | hit rate 0.048% among 290,000;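 active means activation above 40% with more than 50 cells counted in the well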;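 further: U2OS osteosarcoma cells stably expressing GPR55 and beta-arrestin-GFP; plate controls were DMSO negative control for no effect and LPI positive control for full effect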
Dengue-2 NS5 capping pilot replicate: also measured in Dengue-2 NS5 capping; calls as there; inhibition, %; measured here: pilot screen replicate inhibition
* = called active by the depositor; . = no result given; [ ] = another dose, or the depositor's remark. The list is partial; count on the stated rates, not on these rows.

SMILES | West Nile antiviral | GPR35 antagonists | NOD1 inhibition | Dengue-2 NS5 capping | KOR beta-arrestin-1 | GPR55 antagonists | KOR beta-arrestin-2 | HIV fusion peptide | GPR55 beta-arrestin | others
COc1ccccc1OCc1ccc(C(=O)N2N=C(C(F)F)CC2(O)C(F)F)o1 (stereo unspecified) | . | -13% | -4% | -1% | 15% | 4% | 1.3% | 1.9% | 0.3%
CC(=O)c1ccc2oc3ccccc3c(=O)c2c1 | -0.8% | 7% | -23% | -2% | -29%[20 µM] | -8% | -2.2% | 0.4% | -0.2%
O=c1c2cc(N3CCOCC3)ccc2[nH]c(=S)n1CCCN1CCCC1 | -0.5% | 0% | -20% | -4% | 15% | 15% | -1.7% | -0.4% | -0.1%
COc1ccc(NCC(=O)N/N=C/C(C)c2ccccc2)cc1 (stereo unspecified) | 0.2% | 0% | -29% | -4% | -6% | 3% | -2.7% | -1.2% | 1.0%
O=C(Nc1nn[nH]n1)c1cc(-c2ccc(Cl)c(Cl)c2Cl)nc2ccccc12 | 0.5% | -1% | -25% | 6% | -32%[20 µM] | -13% | 3.9% | 48% | -0.1%
CC(C)NC(=O)C(C)n1cccc1C(=O)c1ccccc1 (stereo unspecified) | -0.1% | 9% | -26% | -1% | -25% | 8% | 5.7% | 0.3% | -2.3%
S=c1[nH]nc(-c2cc(-c3ccccc3)n[nH]2)n1/N=C/c1ccc(Cl)cc1 | -0.5% | -5% | 2% | -2% | -33% | 0% | 5.8% | 1.8% | -0.2%
COc1ccc(OCc2cc(C(=O)N(C)CCC3CCOCC3)no2)c(Cl)c1 | 1.5% | 5% | -36% | -18% | 35% | -3% | -2.2% | 3.1% | 0.2%
COCCNC(=O)c1cc2c(=O)n3cccc(C)c3nc2n1C | 0.1% | -6% | -20% | -5% | -11% | -2% | -3.2% | 3.0% | 1.2%
C=CCOc1nc2c(c(=O)n(C)c(=O)n2C)n1Cc1ccccc1 | -0.6% | -10% | -11% | -7% | -10% | -5% | . | -0.5% | -0.3%
O=C1OC(c2ccccc2)/C(=C(/O)c2ccccc2)C1=O (stereo unspecified) | 0.4% | 4% | -5% | 12% | -48% | 11% | 5.1% | 0.4% | -0.1%
COc1cc(OC)cc(C(=O)N2CCN(Cc3cccc(F)c3)CC2)c1 | -0.6% | -5% | -2% | 2% | 38% | -10% | 1.0% | -2.1% | 0.2%

Next part; it opens with the 2 that closed the last part.
SMILES | West Nile antiviral | GPR35 antagonists | NOD1 inhibition | Dengue-2 NS5 capping | KOR beta-arrestin-1 | GPR55 antagonists | KOR beta-arrestin-2 | HIV fusion peptide | GPR55 beta-arrestin | others
O=C1OC(c2ccccc2)/C(=C(/O)c2ccccc2)C1=O (stereo unspecified) | 0.4% | 4% | -5% | 12% | -48% | 11% | 5.1% | 0.4% | -0.1%
COc1cc(OC)cc(C(=O)N2CCN(Cc3cccc(F)c3)CC2)c1 | -0.6% | -5% | -2% | 2% | 38% | -10% | 1.0% | -2.1% | 0.2%
CCOC(=O)c1ccccc1NC(=O)CN1CCC(n2nnc3cc(C(F)(F)F)ccc32)CC1 | -0.6% | -26% | -4% | -8% | 9% | 18% | -0.8% | -1.6% | 0.0%
Cc1oc(-c2cccs2)nc1CN1CCN(CC(C)C)C(CCO)C1 (stereo unspecified) | -0.7% | 0% | -25% | -25% | -7% | 2% | -8.0% | -0.4% | 0.4%
COc1ccc(/C=N/NC(=O)c2cccc(NC(=O)c3ccccc3)c2)c(C(=O)O)c1OC | 0.3% | -18% | -27% | -1% | 44% | 6% | -2.2% | 1.8% | -0.3%
Cc1ccc(OCC(=O)Nc2ccc(-c3nnc(-c4ccco4)o3)cc2)cc1 | 0.0% | 3% | 5% | -5% | 15% | 20% | -1.7% | -5.8% | 0.1%
Cc1ccc(C(=O)c2c[nH]cc2-c2ccccc2)cc1 | -0.6% | 4% | -43% | -3% | -4% | 13% | 7.1% | 0.0% | 0.8%
O=S1(=O)N=C(N2CCOCC2)c2ccccc21 | 0.1% | 0% | -9% | -10% | 6% | -1% | 4.5% | 1.5% | -0.1%
Cc1ccc(CNC(=O)CS(=O)(=O)c2ccccc2)cc1 | -0.2% | -1% | 22% | -2% | -62%[20 µM] | 3% | 0.2% | 0.2% | -0.1%
O=C(Nc1ccccc1)c1ccc(OC(=O)c2ccccc2)cc1 | -0.6% | 0% | -33% | 4% | -54%[20 µM] | -2% | 3.7% | 7.2% | -0.1%
Cc1cc(Cl)c2oc(C(=O)N3CCN(C4CCS(=O)(=O)C4)CC3)c(C)c2c1 (stereo unspecified) | 0.1% | -11% | -17% | -9% | -17% | -5% | -1.2% | -0.1% | -0.1%
O=C(Nc1cccc(Cl)c1)c1ccc2c(=O)n3c(nc2c1)CCCCC3 | . | -10% | -46% | -3% | 3% | 26% | -5.6% | -2.8% | -0.1%
O=C1c2ccccc2C(=O)N1CCc1nc2ccccc2c(=O)n1-c1ccccn1 | -0.2% | 0% | 1% | 10% | 18% | -2% | -3.9% | -0.2% | 0.1%
Cc1ccc2cc(C#N)c(SCC(=O)Nc3ccc4sc(C)nc4c3)nc2c1 | . | -16% | -21% | . | -34% | -2% | 7.3% | -1.4% | 0.6%

The last 4 records of the part before are carried over, then new ones follow.
SMILES | West Nile antiviral | GPR35 antagonists | NOD1 inhibition | Dengue-2 NS5 capping | KOR beta-arrestin-1 | GPR55 antagonists | KOR beta-arrestin-2 | HIV fusion peptide | GPR55 beta-arrestin | others
Cc1cc(Cl)c2oc(C(=O)N3CCN(C4CCS(=O)(=O)C4)CC3)c(C)c2c1 (stereo unspecified) | 0.1% | -11% | -17% | -9% | -17% | -5% | -1.2% | -0.1% | -0.1%
O=C(Nc1cccc(Cl)c1)c1ccc2c(=O)n3c(nc2c1)CCCCC3 | . | -10% | -46% | -3% | 3% | 26% | -5.6% | -2.8% | -0.1%
O=C1c2ccccc2C(=O)N1CCc1nc2ccccc2c(=O)n1-c1ccccn1 | -0.2% | 0% | 1% | 10% | 18% | -2% | -3.9% | -0.2% | 0.1%
Cc1ccc2cc(C#N)c(SCC(=O)Nc3ccc4sc(C)nc4c3)nc2c1 | . | -16% | -21% | . | -34% | -2% | 7.3% | -1.4% | 0.6%
Cc1ccc2[nH]c3nc(NN)nnc3c2c1 | 0.7% | 3% | -33% | 1% | 1% | 4% | -1.9% | -4.1% | 0.3%
Cn1c(Nc2cccc(Cl)c2)nc2ccccc21 | -2.1% | 1% | 52% | -1% | -21%[20 µM] | 3% | 5.1% | -2.1% | -0.1% | Dengue-2 NS5 capping pilot replicate=-6.1
CC(=O)Nc1ccc(NC(=O)c2ccccc2N(C)S(C)(=O)=O)cc1 | 0.8% | 1% | . | -5% | -1% | 7% | -0.7% | 0.8% | 0.3%
COc1cc(C)ccc1NC(=O)c1ccc(S(=O)(=O)N2CCOCC2)cc1 | -0.5% | 17% | 1% | -4% | 2% | 16% | -0.2% | -0.5% | -0.1%
Cc1ccc(NC(=O)c2cc(N3C(=O)C=CC3=O)ccc2N2CCOCC2)cc1Cl | 0.4% | 10% | 1% | -46% | -45% | 2% | 4.3% | 0.3% | 0.8%
Cc1ccc(S(=O)(=O)/C(=C\N(C)C)c2cnc(Cl)s2)cc1 | -0.1% | -15% | -22% | 5% | -12% | 1% | -1.6% | -0.4% | 0.2%
Cc1nonc1OCCNc1ccc([N+](=O)[O-])cc1 | 0.0% | 2% | -22% | -5% | 9% | 7% | -1.3% | 1.8% | -0.1%
O=C(O)c1cn(-c2ccc(F)c(F)c2)c2c(F)c(F)c(F)c(F)c2c1=O | -0.6% | -6% | 25% | -3% | 36% | . | -3.7% | 5.0% | 0.0%
Cc1oc2c(c1C(=O)NCCCC(=O)O)CCCC2 | -0.1% | 21% | 15% | -1% | 6% | 1% | 1.4% | -1.1% | -0.1%
CCC(C)(C)NC(=O)C(c1cccnc1)N(CCOC)C(=O)Cn1nnc2ccccc21 (stereo unspecified) | 0.0% | 21% | 3% | 2% | 2% | 10% | -5.4% | 2.0% | 0.0%
COc1ccc(CNC(=O)C(=O)NCC2OCCN2S(=O)(=O)c2ccc(OC)c(OC)c2)cc1 (stereo unspecified) | -1.0% | -8% | 18% | 3% | -33% | -10% | 8.5% | 0.2% | -0.2%
CC(=O)Oc1cc2c(cc1Cl)C(c1cccs1)CC1(CC(C)(C)NC(=S)N1)O2 (stereo unspecified) | -1.6% | -8% | 20% | 9% | 8%[20 µM] | 15% | -6.4% | 0.0% | -0.2%

2 records picked at random from the list so far:
SMILES | West Nile antiviral | GPR35 antagonists | NOD1 inhibition | Dengue-2 NS5 capping | KOR beta-arrestin-1 | GPR55 antagonists | KOR beta-arrestin-2 | HIV fusion peptide | GPR55 beta-arrestin | others
CCC(C)(C)NC(=O)C(c1cccnc1)N(CCOC)C(=O)Cn1nnc2ccccc21 (stereo unspecified) | 0.0% | 21% | 3% | 2% | 2% | 10% | -5.4% | 2.0% | 0.0%
Cc1oc2c(c1C(=O)NCCCC(=O)O)CCCC2 | -0.1% | 21% | 15% | -1% | 6% | 1% | 1.4% | -1.1% | -0.1%

Next part.
SMILES | West Nile antiviral | GPR35 antagonists | NOD1 inhibition | Dengue-2 NS5 capping | KOR beta-arrestin-1 | GPR55 antagonists | KOR beta-arrestin-2 | HIV fusion peptide | GPR55 beta-arrestin | others
Cc1ccc(C(=O)NCCc2n[nH]c(=S)n2C)cc1 | -0.3% | -6% | -24% | 5% | 0%[20 µM] | 0% | -1.0% | -1.0% | 0.5%
CCc1ccccc1NC(=O)CSc1nc2[nH]c(=O)cc(O)c2s1 | 0.5% | 5% | 5% | 1% | -5% | 13% | -5.8% | 2.9% | 0.1%
CCOC(=O)c1c(NC(=O)CN2CCC(C)CC2)sc(C)c1C | -0.9% | -2% | -39% | -4% | -19% | 8% | 2.2% | 0.9% | -0.2%
O=C(CCCSc1nnc(Nc2ccccc2F)s1)N1CCOCC1 | 0.0% | 4% | 5% | -7% | -2% | 5% | -5.5% | -3.7% | 0.5%
O=C(CN1C(=O)NC2(CCCCCC2)C1=O)N1CCN(S(=O)(=O)c2ccccc2)CC1 | 0.6% | -10% | -31% | -11% | 32% | 18% | -1.0% | 1.7% | -0.6%
O=C(Nc1cccc(C(=O)O)c1)/C(=C\C=C\c1ccccc1)NC(=O)c1ccccc1 | 1.0% | 25% | -25% | -7% | 9%[20 µM] | 8% | -2.9% | 5.4% | 0.2%
C=CCN1C(=O)C(Cc2ccccc2)SC1=Nc1ccc(C(=O)O)cc1 (stereo unspecified) | 0.5% | -3% | 33% | -1% | -22% | 6% | 7.5% | 1.3% | -0.2%
CN(CC(=O)Nc1ccccc1C(F)(F)F)C(=O)CCc1nc2sc3c(c2c(=O)[nH]1)CCCC3 | -0.1% | -7% | -22% | -8% | 20% | 19% | -4.1% | 0.4% | 0.0%

Source: PubChem (several laboratories)
